Bioassay records (PubChem)
D2 antag – HTS Assay for Allosteric Antagonists of the Human D2 Dopamine Receptor: Primary Screen for Antagonists; D(2) dopamine receptor (Homo sapiens), P14416; HEK293 TREx D2 cells, calcium flux, dopamine EC80; inhibition, % at 10 µM; actives 2% (n = 340,000); in the data active = inhibition above about 30%; also: 0% is about no effect
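Dopamine at EC80 is the agonist stimulus; test compounds precede it by 180 s. Calcium flux read kinetically in a force-coupled, inducible HEK293 T-REx D2 cell line.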
TRHR agonist – qHTS for Small Molecule Agonists and Allosteric Enhancers of Human TRH Receptor: Primary Screen for Agonists | Thyrotropin-releasing hormone receptor (Homo sapiens), P34981 | TRHR cells, calcium flux fluo-8, FDSS agonist mode | activation, % at 2 µM | actives 0.18% (n = 360,000) | AID 493084, 2011; in the data active = activation above about 30%; also: 0% is about no effect
Target sequence (P34981 whole entry, looked up): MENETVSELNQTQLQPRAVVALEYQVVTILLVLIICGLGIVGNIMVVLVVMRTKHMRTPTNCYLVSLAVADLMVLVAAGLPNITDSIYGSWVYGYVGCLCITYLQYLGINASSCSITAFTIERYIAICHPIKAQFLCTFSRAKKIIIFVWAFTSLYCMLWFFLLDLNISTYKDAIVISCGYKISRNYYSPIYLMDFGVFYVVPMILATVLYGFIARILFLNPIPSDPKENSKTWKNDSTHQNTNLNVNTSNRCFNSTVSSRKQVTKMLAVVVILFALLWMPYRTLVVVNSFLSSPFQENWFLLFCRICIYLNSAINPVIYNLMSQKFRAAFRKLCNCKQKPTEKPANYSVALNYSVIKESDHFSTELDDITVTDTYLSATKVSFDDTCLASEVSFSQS
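Fluo-8-loaded TRHR cells; 10 s baseline, compound added, kinetic Ca2+ fluorescence read 1/s, agonist mode.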
rTrxR1 inhibitor – qHTS Assay for Inhibitors of Mammalian Selenoprotein Thioredoxin Reductase 1 (TrxR1): qHTS | Thioredoxin reductase 1, cytoplasmic (Rattus norvegicus), O89049 | recombinant rTrxR1, NADPH fluorescence consumption, selenite substrate | Potency, µM (top dose mostly 114 µM), for the others: at the highest dose activity change, negative = inhibition, actives largely listed as inhibitors | actives 1% (n = 390,000) | AID 588453, 2011; also: potency is read from the fitted curve at half-maximal effect; % is scaled to controls: 0 for no effect and ±100 for the full control effect; nearly all actives have a fitted effect of over 65% in size
Target sequence (O89049 whole entry, looked up): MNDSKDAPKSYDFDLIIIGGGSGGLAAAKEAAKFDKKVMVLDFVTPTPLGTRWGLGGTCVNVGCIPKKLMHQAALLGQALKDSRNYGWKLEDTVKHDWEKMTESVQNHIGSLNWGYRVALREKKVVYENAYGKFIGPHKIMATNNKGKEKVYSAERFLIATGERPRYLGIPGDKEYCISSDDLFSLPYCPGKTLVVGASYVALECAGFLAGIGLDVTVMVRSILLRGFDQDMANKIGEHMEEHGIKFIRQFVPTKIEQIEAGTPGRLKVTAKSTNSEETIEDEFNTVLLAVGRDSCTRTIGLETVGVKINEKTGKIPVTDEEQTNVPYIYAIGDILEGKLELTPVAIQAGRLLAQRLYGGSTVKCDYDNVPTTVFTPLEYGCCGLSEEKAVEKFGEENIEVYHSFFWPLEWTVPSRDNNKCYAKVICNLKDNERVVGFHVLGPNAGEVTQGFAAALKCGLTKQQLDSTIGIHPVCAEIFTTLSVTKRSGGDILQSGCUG
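Rat TrxR1 (90 nM in the dispensed reagent) was pre-reduced with 400 uM NADPH for 5 min at room temperature, then incubated with compound for 15 min. After 400 uM selenite was added, NADPH fluorescence (Ex 340/Em 450 nm) was followed for 8 min.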
USP1-UAF1 inh – Inhibitors of USP1/UAF1: Primary Screen; Ubiquitin carboxyl-terminal hydrolase 1 (Homo sapiens), O94782; recombinant USP1/UAF1, Ub-Rhodamine cleavage fluorescence; Potency, µM (titrated, usually from 57.1 µM), without a hit: at the highest dose activity change, negative = inhibition, hits mostly inhibitors; actives 0.23% (n = 390,000); also: potency is read from the fitted curve at half-maximal effect; % is scaled to controls: 0 for no effect and ±100 for the full control effect; nearly all actives have a fitted effect of over 60% in size; inactives centre near -12
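In this screen, compounds sit with the deubiquitinase complex (1nM) for 15 min at room temperature before Ub-Rho is added at 150nM final. Fluorescence rise is then followed for 6 reads every 60 seconds.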
D2 ag – HTS Assay for Allosteric Agonists of the Human D2 Dopamine Receptor: Primary Screen for Agonists. D(2) dopamine receptor (Homo sapiens), P14416. HEK293 T-REx D2 cells, calcium flux agonist mode. activation, % at 2 µM. actives 0.53% (n = 340,000);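 active = activation over 3 SD above normal in the single-dose calcium agonist read, cut at about 30% in these data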; also: 0% is about no effect
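Tetracycline-induced HEK293 Trex cells with D2 receptor force-coupled to calcium signaling, plated overnight at 30 C and loaded with no-wash calcium dye. Calcium flux read kinetically for 180 s after compound addition; responses flag agonists.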
TRHR PAM – qHTS for Small Molecule Agonists and Allosteric Enhancers of Human TRH Receptor: Primary Screen for Enhancers; TRHR cells, fluo-8 calcium fluorescence, EC20 TRH enhancement; AID 493056, 2011; enhancement, % at 2 µM; actives 0.66% (n = 360,000); in the data active = enhancement above about 30%; also: 0% is about no effect
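TRHR-expressing cells loaded with fluo-8 calcium dye were read kinetically (ex 480/em 530) during compound addition, then stimulated with an EC20 of TRH (10 nM final). Enhancement of the Gq-mediated intracellular calcium response was scored.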
Pin1 inh – qHTS Assay to Find Inhibitors of Pin1; AID 504891, 2011; Pin1 FP peptide displacement, HiFluor488, 10 min; Potency, µM (top dose mostly 115 µM), without a hit: at the highest dose activity, negative = inhibition, hits mostly inhibitors; actives 0.009% (n = 390,000); Peptidyl-prolyl cis-trans isomerase NIMA-interacting 1 (Homo sapiens), Q13526; active = well fitted inhibition curve with a large enough effect in the polarisation, with a control signal flat, not every such curve was filed as active; inconclusive = small, poorly fitted or top-dose-only effect, or effect the other way, or a change in a side signal; inactive = no such curve, though single readings can be large or run the other way; the % refers to the polarisation; also: potency is read from the fitted curve at half-maximal effect; % is scaled to controls: 0 for no effect and ±100 for the full control effect
Target sequence (Q13526 whole entry, looked up): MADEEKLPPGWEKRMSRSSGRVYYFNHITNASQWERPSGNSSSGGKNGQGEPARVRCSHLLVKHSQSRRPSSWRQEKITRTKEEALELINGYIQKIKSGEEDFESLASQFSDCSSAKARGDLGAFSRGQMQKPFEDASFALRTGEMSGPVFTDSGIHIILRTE
TrxR1 substrate – qHTS Assay for Substrates of Mammalian Selenoprotein Thioredoxin Reductase 1 (TrxR1): qHTS; Thioredoxin reductase 1, cytoplasmic (Rattus norvegicus), O89049; purified TrxR1 substrate turnover, NADPH consumption readout; Potency, µM (titrated, usually from 114 µM), without a hit: at the top dose activity change, negative = substrate turnover; actives 0.01% (n = 390,000); AID 588456, 2011; also: potency is read from the fitted curve at half-maximal effect; % is scaled to controls: 0 for no effect and ±100 for the full control effect; nearly all actives have a fitted effect of over 50% in size
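Rat TrxR1, dispensed at 90 nM, was prereduced with 400 uM NADPH (final) for 5 min at ~22 deg C, then incubated with compound 15 min before 400 uM selenite. A first-read NADPH fluorescence drop versus no-compound background flagged substrates.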
IDH1 R132H inh – qHTS for Inhibitors of mutant isocitrate dehydrogenase 1 (IDH1): qHTS; Isocitrate dehydrogenase [NADP] cytoplasmic (Homo sapiens), O75874; IDH1-R132H enzyme, NADPH consumption, diaphorase/resazurin fluorescence; Potency, µM (titrated, usually from 76.6 µM), for inactives: at the top dose activity change, negative = inhibition, usual class: inhibitors; actives 0.093% (n = 390,000); also: potency is read from the fitted curve at half-maximal effect; % is scaled to controls: 0 for no effect and ±100 for the full control effect; nearly all actives have a fitted effect of over 65% in size
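IDH1-R132H (0.5 ug/mL dispensed) in pH 7.5 Tris buffer was preincubated 30 min with compound, then given a substrate mix of 0.016 mM NADPH and 2 mM alpha-KG for 80 min at room temperature; remaining NADPH was read by diaphorase/resazurin fluorescence.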
The depositor's hits bear a star; ? = inconclusive; . = no result given; [ ] = dose if it differs, or a comment. Unless noted, calls follow the shape of the dose curve; as a rule, active = well fitted inhibition curve with a large enough effect; inconclusive = small, poorly fitted or top-dose-only effect; inactive = no such curve, though single readings can be large or run the other way.

SMILES	TrxR1 substrate	IDH1 R132H inh	D2 ag	D2 antag	Pin1 inh	TRHR PAM	rTrxR1 inhibitor	TRHR agonist	USP1-UAF1 inh
COc1ccc(-n2c(SCC(=O)Nc3nccs3)nnc2-c2ccccc2)cc1	0%	6%	1.4	4	9%	3	?	0.0	-22%
Cc1cc(C)n2c(Nc3c(C)cccc3C)c(-c3ccsc3)nc2n1	8%	-9%	0.6	.	?	-22	17%	0.2	-19%
O=C(Cn1[nH]c(=O)c2ccccc2c1=O)NNC(=O)c1ccccc1	1%	2%	0.7	-5	-3%	3	12%	0.2	-20%
COc1cc2c(cc1OC)CN(Cc1cc(=O)oc3cc(C)c(Cl)cc13)CC2	2%[57.1 µM]	7%	-0.9	0	18%	5	9%[57.1 µM]	0.2	-10%
COc1ccccc1/C=C/C(=O)Nc1ccc2c(c1)OCCO2	-4%	11%	-0.4	34*	?	-1	4%	-1.5	0%
CC(=O)C1(C)N(O)C(C)(C)C(c2ccco2)=[N+]1[O-] (stereo not drawn)	-3%	2%	-0.4	11	0%	-3	-10%	-0.3	-4%
Cc1noc(C)c1/C=N/Nc1ccccn1	-7%[57.1 µM]	16%	-0.2	-11	-11%	-3	35%[57.1 µM]	-1.4	-3%
COc1ccc(CCn2c(=N)c(C(=O)NCc3ccco3)cc3c(=O)n4ccccc4nc32)cc1OC	8%	4%	.	.	?	.	1%	.	-25%
CCN(CC)c1ccc(C=Nc2ccc(OC)c(S(=O)(=O)N3CCOCC3)c2)c(O)c1	-20%	2%	0.1	23	4%	2	2%	-2.6	-20%
Cc1ccc(-c2nnn3c2nc(NC2CCC(C)CC2)c2ccccc23)cc1 (stereo not drawn)	2%	-7%	.	.	2%	3	3%	-2.6	-13%
COc1cccc(C(=O)Nc2ccc(C(F)(F)F)n(C)c2=O)c1	10%	10%	0.1	9	-3%	5	29%	-0.1	-22%
COc1ccc(-c2sc(Nc3ccccc3)n[n+]2-c2ccccc2)cc1Br	6%	12%	-1.7	-3	15%	-1	20%	0.0	-25%
Cc1cccc(-n2c(-c3ccco3)nc3c(cnn3-c3ccc(F)cc3)c2=O)c1	-2%	5%	0.0	.	23%	5	10%	1.8	-21%
N#CC1=C2SC=C(c3ccc(Br)cc3)N2CCCC1=O	-8%	5%	0.4	-1	39%[activator]	9	-2%	0.9	-17%
Cc1cc(N=Nc2ccc(Cl)cc2)cc(CN2CCCC2)c1O	-7%	-9%	2.4	3	6%	4	-7%	0.3	-28%
CC(=O)N1CCN(S(=O)(=O)c2cccc(C(=O)NNC(=O)Cn3nc(C)cc3C)c2)CC1	-2%	16%	-0.2	5	-7%	3	2%	-2.4	-21%
Cc1ccc(C(=O)Nc2cccc([N+](=O)[O-])c2)cc1S(=O)(=O)Nc1ccc(C(=O)O)cc1	-7%[57.1 µM]	0%	-0.5	-18	-7%	8	21%[57.1 µM]	-1.0	-5%
O=C(NC1CC(=O)N(c2ccccc2)C1)c1cccs1 (stereo not drawn)	4%[57.1 µM]	-3%	0.9	.	-8%	-2	11%[57.1 µM]	0.3	11%
CC(C)N(C(=O)c1nn(C)c2c1CSc1ccccc1-2)C1CCCCC1	7%[57.1 µM]	-3%	-0.1	11	-1%	12	17%[57.1 µM]	0.2	-22%
Oc1ccc(N2CCN(c3ncnc4sc5c(c34)CCC5)CC2)cc1	9%[57.1 µM]	1%	-0.4	-9	-2%	-4	10%[0.457 µM]	-1.8	-11%
CCN(CC(=O)Nc1ccc(OC)cc1)C(=O)c1ccc2c(=O)n3c(nc2c1)CCC3	-6%	2%	0.4	-5	4%	2	-6%	0.0	2%
CCCOc1ccc(CC(=O)NCc2ccco2)cc1OC	6%[57.1 µM]	1%	0.1	19	0%	-2	-4%[57.1 µM]	-0.1	-4%
Cc1ccc(C(=O)NCCCN2CCOCC2)cc1N1CCCC1=O	1%	4%	0.5	3	-1%	-3	1%	-0.2	-18%
O=[N+]([O-])c1ccc(N2CCOCC2)nc1	-7%	-3%	0.5	7	0%	1	-6%	0.1	-10%
COc1ccccc1N=C(C)C1=C(O)CSC1=O	-10%	6%	-0.6	12	3%	0	14%[57.1 µM]	0.7	1%
COc1cccc(C2NC(CCSC)(C(=O)O)C3C(=O)N(C(C)C)C(=O)C23)c1O (stereo not drawn)	-6%	-1%	0.8	-14	5%	-2	-7%	-0.1	6%
CCCCn1c(N)c(N(CCOC)C(=O)COC(=O)c2ccccc2NCCO)c(=O)[nH]c1=O	306%[activator]	-11%	.	.	1%	.	38%[activator]	.	-2%
Cc1csc(CCc2nc(C)cs2)n1	0%	1%	-1.4	-23	-10%	-2	5%	-0.2	-24%
Cc1cc(Br)ccc1SCC(=O)Nc1cccnc1	6%	19%	.	.	-1%	-2	9%	-0.1	-22%
CCO[C@@H]1OC(C(=O)N2CCCCCCC2)=C[C@H](c2ccc3c(c2)OCO3)[C@H]1CCCO	2%	-1%[38.3 µM]	0.1	-1	-3%	-4	25%	-0.4	-16%

(listing goes on)
SMILES	TrxR1 substrate	IDH1 R132H inh	D2 ag	D2 antag	Pin1 inh	TRHR PAM	rTrxR1 inhibitor	TRHR agonist	USP1-UAF1 inh
COc1ccc(C(=O)NCc2nnc(SCC(=O)Nc3ccc(C)cc3)n2-c2ccccc2)cc1	8%	12%	0.1	.	-3%	-10	31%[activator]	-1.0	-14%
Cc1cnc(-c2nnc(N(C)C(=O)c3ccccn3)s2)cn1	.	.	0.5	2	.	-7	.	1.2	.
S=C(Nc1ccccc1Cl)N(Cc1cccnc1)Cc1ccco1	-6%[57.1 µM]	3%	-0.1	-9	2%	2	12%[57.1 µM]	-0.3	-6%
C=CCn1c(SCC(=O)NC2CCS(=O)(=O)C2)nnc1-c1ccc(Cl)cc1 (stereo not drawn)	-7%[57.1 µM]	6%	0.2	9	-3%	18	5%	0.3	3%
CCOC(=O)C1(CC)NC(c2ccc(OC)cc2OC)C2C(=O)N(C)C(=O)C21 (stereo not drawn)	4%	7%	0.5	-1	5%	-5	5%	-0.6	-12%
CCOc1ccc(C(c2c(O)cc(C)n(Cc3ccco3)c2=O)N2CCN(C)CC2)cc1 (stereo not drawn)	2%[57.1 µM]	-8%	-0.5	.	30%[activator]	0	?	0.1	-24%
CCOC(=O)c1ccccc1NC(=O)Nc1cc2c(cc1N1CCCCC1)n(C)c(=O)n2C	4%	0%	.	.	0%	0	10%	1.0	-3%
COc1ccc(C(=O)Nc2ccc(NS(=O)(=O)c3ccccc3)cc2)cc1OC	19%[0.0914 µM]	0%	-0.3	-5	1%	2	12%	-0.9	-17%
O=c1cc(-c2ccccc2)c2cc(Cl)c(O)c(CN3CCOCC3)c2o1	10%	-4%	6.9	5	-8%	0	-3%	8.1	-19%
COc1ccc(OC)c(NC(=O)CSc2ncccc2C(=O)O)c1	5%[57.1 µM]	-4%	0.5	-16	-4%	3	9%[57.1 µM]	0.5	-23%
Cc1ccc(S(=O)(=O)N2CCOCC2)cc1NC(=O)COC(=O)C1(C)CC1(Cl)Cl (stereo not drawn)	-4%	-9%	.	.	2%	.	6%	.	-7%
O=C(COc1ccccc1-c1nc(-c2ccccc2)no1)Nc1ccc([N+](=O)[O-])cc1	-3%	-8%	-0.9	.	3%	-8	-3%	-0.4	-11%
O=C(c1cnc2n(c1=O)CCS2)N(C1CCCCC1)C1CCCCC1	3%[57.1 µM]	1%	.	.	-14%	3	4%[57.1 µM]	-0.4	-10%
O=C(CCCCCn1c(=O)[nH]c2ccccc2c1=O)NCCc1ccccc1	-5%[57.1 µM]	-7%	0.4	.	6%	3	1%[57.1 µM]	-0.3	-6%
Cc1ccnc(NC(=O)CN2C(=O)NC(C)(c3ccc4ccccc4c3)C2=O)c1 (stereo not drawn)	-7%	5%	0.6	22	-1%	0	3%	1.2	-10%
CCC(=O)c1ccc(OCC(=O)c2ccc3c(c2)NC(=O)CO3)cc1	-8%	15%	0.1	13	11%	-9	-2%	-0.4	-16%
CC(C)(C)c1ccc(C(=O)NCC(=O)OCC(=O)c2ccc3c(c2)-c2ccccc2C3)cc1	-7%	-2%	0.9	14	34%[activator]	13	14%[57.1 µM]	0.8	-18%
COc1cc2c(cc1NC(=O)COc1ccccc1OC)oc1ccccc12	21%	-1%	0.0	21	1%	-3	25%	1.0	-14%
CCC(NC(=O)c1cc(COc2cncc(Cl)c2)on1)c1ccc(C)cc1 (stereo not drawn)	-5%	0%	2.6	-1	?	11	3%	0.7	-11%
Cc1no[n+]([O-])c1COc1cccc(/C=N/Nc2nncn2N)c1	-12%	5%	1.1	-4	8%	10	22%	-0.6	?

2 entries picked at random from those above:
SMILES	TrxR1 substrate	IDH1 R132H inh	D2 ag	D2 antag	Pin1 inh	TRHR PAM	rTrxR1 inhibitor	TRHR agonist	USP1-UAF1 inh
COc1ccc(C(=O)NCc2nnc(SCC(=O)Nc3ccc(C)cc3)n2-c2ccccc2)cc1	8%	12%	0.1	.	-3%	-10	31%[activator]	-1.0	-14%
Cc1csc(CCc2nc(C)cs2)n1	0%	1%	-1.4	-23	-10%	-2	5%	-0.2	-24%

Only part of the results is shown; count on the stated rates, not on these rows.
